Bioassay records as filed in PubChem BioAssay.
RSV CPE inhibition: RSV antiviral activity via CPE protection, HEp-2 cells, primary 10 µM value included (AID 2391) | HEp-2 cells, RSV-induced CPE inhibition; higher % means a stronger effect | 0.13% of 310,000 active | one-dose CPE inhibition, % at 10 µM; IC50 in µM for titrated hits; in the data active = a potency from the dose series; also: strong numbers were not always called active
T cell modulator: modulators of CD8 T cell-vesicle binding, primary screen, mouse 2C CD8+ T cells, flow cytometry. calls only at 7 µM. 0.068% of 330,000 active. 2C CD8+ T cell-vesicle binding; stronger effect = lower value;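 active = response, share of CD8 T cells binding vesicles, and their 90th percentile fluorescence all below set limits, cut at about 80% in these data, passing the limit was not always enough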
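Material: 2C TCR transgenic mouse naive CD8+ T cells, MACS-purified. Also added: QL9-charged Drosophila Ld/ICAM-1/B7-1 vesicles. Timing: binding 1.5 h at 37 °C. Measured by: high-throughput flow cytometry with anti-B7-1 and anti-CD8 staining. Read-out: percent CD8+ FL2 mean versus row control. Controls: Unloaded micro-vesicles (low), QL9 vesicles with 0.7% DMSO (high).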
b-catenin transl: modulators of beta-catenin nuclear translocation, primary screen, imaging, HeLa cells, immunofluorescence, high-content; nuclear translocation activity, % at 5 µM; 0.3% of 190,000 active; AID 1665, 2009;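 active = nuclear translocation activity above 50% at 5 µM, with a well cell count of 50 or more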;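 also: per-cell ratio of nuclear to cytoplasmic median beta-catenin stain intensity; plate controls were DMSO negative control for no effect and GSK-3 inhibitor IX positive control for full effect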
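System: HeLa cells, endogenous beta-catenin; compound dosing: 5 µM primary single dose, 0.1% DMSO, 0.02–20 µM confirmation series; incubation: 24 h compound exposure at 37°C, 5% CO2; signal: beta-catenin immunofluorescence imaging with DAPI; evaluation: % activation, nuclear-to-cytoplasmic median beta-catenin signal ratio per cell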
WT yeast gro inh: growth inhibition of WT strain, primary screen, mitochondrial fusion inhibitor project, WT and mutant strains, chemical genetic. 2.1% of 190,000 active. mitochondrial fusion phenotypic screen. inhibition, % at 10 µM. AID 1362, 2008; in the data active = inhibition above about 58%; tested in S. cerevisiae
Rac1 GTP hydrolysis: MgcRacGAP GTPase-activating activity inhibitors, confirmation, biochemical, ADP Hunter fluorescence; Rac GTPase-activating protein 1 (Homo sapiens); MgcRacGAP-stimulated Rac1 GTP hydrolysis, ADP Hunter fluorescence; higher % means a stronger effect; GST-tagged Rac1 F28L mutant substrate; one-dose inhibition, % at 30 µM; IC50 in µM for titrated hits; 0.6% of 340,000 active; AID 624330, 2012;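 active = first-screen hits whose inhibition reached a set limit at any dose in the follow-up dose series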;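 also: fluorescence reports GDP produced by GAP-driven GTP hydrolysis; strong numbers were not always called active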
West Nile antiviral: West Nile virus antiviral activity, cell-based, CPE readout (AID 1621); West Nile virus-infected cells, CPE inhibition; higher % means a stronger effect; CPE inhibition, % at 10 µM; hits with a dose series show IC50 in µM; 0.02% of 290,000 active; in the data active = a potency from the dose series; also: strong numbers were not always called active
Myeloid diff MLP: induction of myeloid progenitor differentiation, primary screen, cell-based, flow cytometry, MLPCN library. ER-HoxA9 myeloid progenitors, lysozyme-GFP differentiation. calls only at 10 µM. 1% of 360,000 active. AID 624256, 2012;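 active = normalized GFP-positive differentiation at or above the plate's own cutoff, the solvent-only control mean plus 3 SD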;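 also: cells exposed to compound for four days before flow analysis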
Salmonella PhoP GFP: inhibitors of PhoP regulon expression, primary screen, Salmonella Typhimurium, GFP reporter (AID 1863); S. Typhimurium PhoP-regulated promoter GFP reporter, 4 h; higher % means a stronger effect; inhibition, % at 50 µM, or IC50 in µM where a hit was titrated; 0.16% of 300,000 active;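 active = inhibition over 29.93%, a cutoff 3 SD above the screen mean, later confirmed by dose response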;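 also: 0% = low Mg2+ inducing control and 100% = high Mg2+ repressing control; strong numbers were not always called active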
SV40 large T antigen: SV40 large T antigen inhibitors, biochemical (AID 1903) | SV40 large T antigen ATPase/helicase inhibition assay; higher % means a stronger effect | inhibition, % at 20 µM, or IC50 in µM where a hit was titrated | 0.39% of 310,000 active; in the data active = a potency from the dose series; also: strong numbers were not always called active
WT yeast gro inh mutant strain: also measured in WT yeast gro inh; calls as there; inhibition, %; mitochondrial fusion phenotypic screen, mutant strain inhibition
b-catenin transl cell count 5 µM: also measured in b-catenin transl; calls as there; cell count; measured here: cell count, cytotoxicity flag
T cell modulator vesicle-bound %: also measured in T cell modulator; calls as there; double positive events, %; measured here: CD8+ vesicle-bound cell fraction;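 binding gate set so that unloaded-vesicle control wells show 10% double positive cells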
Myeloid diff MLP GFP+ MAC1+ %: second read-out of Myeloid diff MLP, no call of its own (marks repeat the call); GFP+ MAC1+ double positive, %; measured here: differentiation confirmed by MAC1 staining
Starred values were filed as active, the others as inactive.

How did Clc1cccc(CN2CCCCCC2)c1 do in these assays?
RSV CPE inhibition: 0.6%; T cell modulator: inactive; Rac1 GTP hydrolysis: 24%; West Nile antiviral: 0.2%; Myeloid diff MLP: inactive; Salmonella PhoP GFP: 1%; SV40 large T antigen: 5%; T cell modulator vesicle-bound %: 54; Myeloid diff MLP GFP+ MAC1+ %: 0.9

Results for COc1ccc(C(=O)NCC(c2ccco2)N(C)C)cc1S(=O)(=O)NCc1ccc(Cl)cc1 (centres undefined) ?
RSV CPE inhibition: 1.1%; T cell modulator: inactive; Rac1 GTP hydrolysis: 4%; Myeloid diff MLP: inactive; T cell modulator vesicle-bound %: 21; Myeloid diff MLP GFP+ MAC1+ %: 1.1

What do the screens show for `COc1ccc(CC(=O)NC(=S)Nc2cccc(CO)c2)cc1`?
RSV CPE inhibition: 1.6%; T cell modulator: inactive; Myeloid diff MLP: inactive; SV40 large T antigen: 5%; T cell modulator vesicle-bound %: 13; Myeloid diff MLP GFP+ MAC1+ %: 0.5

What do the screens show for `COC(=O)C(C(=O)OC)C(C[N+](=O)[O-])c1ccc(O)c(OC)c1` (centres undefined)?
RSV CPE inhibition: 0.4%; T cell modulator: inactive; b-catenin transl: 2.8; WT yeast gro inh: -3; Rac1 GTP hydrolysis: 6%; West Nile antiviral: 0.2%; Myeloid diff MLP: inactive; Salmonella PhoP GFP: 12%; SV40 large T antigen: 20%; WT yeast gro inh mutant strain: -2; b-catenin transl cell count 5 µM: 1018; T cell modulator vesicle-bound %: 51; Myeloid diff MLP GFP+ MAC1+ %: 0.0

Results for Cc1nn(-c2ccccc2)c(N)c1N=Nc1ccccc1 ?
RSV CPE inhibition: 11%; T cell modulator: inactive; b-catenin transl: 11; WT yeast gro inh: 24; Rac1 GTP hydrolysis: 8%; West Nile antiviral: -2.2%; Myeloid diff MLP: inactive; Salmonella PhoP GFP: 9%; SV40 large T antigen: 2%; WT yeast gro inh mutant strain: 10; b-catenin transl cell count 5 µM: 420; T cell modulator vesicle-bound %: 47; Myeloid diff MLP GFP+ MAC1+ %: 0.3

How did CCn1c(SCC(=O)N(Cc2ccccc2)C2CCS(=O)(=O)C2)nc2ccccc2c1=O (centres undefined) do in these assays?
RSV CPE inhibition: 0.4%; T cell modulator: inactive; b-catenin transl: -0.7; WT yeast gro inh: -3; Rac1 GTP hydrolysis: 0%; West Nile antiviral: -0.8%; Myeloid diff MLP: inactive; Salmonella PhoP GFP: 10%; SV40 large T antigen: 0%; WT yeast gro inh mutant strain: 10; b-catenin transl cell count 5 µM: 1174; T cell modulator vesicle-bound %: 33; Myeloid diff MLP GFP+ MAC1+ %: 0.9

What do the screens show for `CCC(=O)c1ccc(OCC(=O)Nc2ccccc2N2CCCCC2)cc1`?
RSV CPE inhibition: 2.8%; T cell modulator: inactive; Rac1 GTP hydrolysis: 9%; West Nile antiviral: -0.2%; Myeloid diff MLP: inactive; Salmonella PhoP GFP: -6%; SV40 large T antigen: 11%; T cell modulator vesicle-bound %: 2; Myeloid diff MLP GFP+ MAC1+ %: 0.6

What do the screens show for `COc1ccc(NC2SC(=O)N(C)C2=O)cc1` (centres undefined)?
RSV CPE inhibition: 3.2%; T cell modulator: inactive; b-catenin transl: 0.1; WT yeast gro inh: -10; Rac1 GTP hydrolysis: 21%; West Nile antiviral: 0.9%; Myeloid diff MLP: inactive; Salmonella PhoP GFP: -2%; SV40 large T antigen: 81µM*; WT yeast gro inh mutant strain: 10; b-catenin transl cell count 5 µM: 1554; T cell modulator vesicle-bound %: 38; Myeloid diff MLP GFP+ MAC1+ %: 0.5

What do the screens show for `Cc1nn(-c2ccc(C(=O)O)cc2)c(C)c1Oc1ccccc1O`?
RSV CPE inhibition: 0.3%; T cell modulator: inactive; WT yeast gro inh: 8; Rac1 GTP hydrolysis: 3%; West Nile antiviral: 0.3%; Myeloid diff MLP: inactive; Salmonella PhoP GFP: -10%; SV40 large T antigen: 5%; WT yeast gro inh mutant strain: 18; T cell modulator vesicle-bound %: 56; Myeloid diff MLP GFP+ MAC1+ %: 3.2

Results for COc1ccc(CN2CCCCCC2)cc1Br ?
RSV CPE inhibition: 0.4%; T cell modulator: inactive; Rac1 GTP hydrolysis: 30%; West Nile antiviral: -1.1%; Myeloid diff MLP: inactive; Salmonella PhoP GFP: 4%; SV40 large T antigen: 5%; T cell modulator vesicle-bound %: 56; Myeloid diff MLP GFP+ MAC1+ %: 0.6

How did CCOc1cc(C(C#N)N2CCOCC2)ccc1OC (centres undefined) do in these assays?
RSV CPE inhibition: 1.5%; T cell modulator: inactive; b-catenin transl: -0.6; WT yeast gro inh: 8; Rac1 GTP hydrolysis: 4%; West Nile antiviral: -0.2%; Myeloid diff MLP: inactive; Salmonella PhoP GFP: 3%; SV40 large T antigen: -3%; WT yeast gro inh mutant strain: 3; b-catenin transl cell count 5 µM: 1049; T cell modulator vesicle-bound %: 38; Myeloid diff MLP GFP+ MAC1+ %: 1.3

Results for O=C(NCC1COc2ccccc2O1)c1ccc(NC(=O)C(c2ccccc2)c2ccccc2)cc1 (centres undefined) ?
RSV CPE inhibition: 6.6%; T cell modulator: inactive; b-catenin transl: -1.2; WT yeast gro inh: -9; Rac1 GTP hydrolysis: 7%; West Nile antiviral: -0.8%; Myeloid diff MLP: inactive; Salmonella PhoP GFP: -11%; SV40 large T antigen: 5%; WT yeast gro inh mutant strain: -14; b-catenin transl cell count 5 µM: 555; T cell modulator vesicle-bound %: 53; Myeloid diff MLP GFP+ MAC1+ %: 0.0

What do the screens show for `CCCCN(Cc1cccs1)S(=O)(=O)c1csc(C(N)=O)c1`?
RSV CPE inhibition: -0.4%; T cell modulator: inactive; Rac1 GTP hydrolysis: 4%; West Nile antiviral: 0.1%; Myeloid diff MLP: inactive; Salmonella PhoP GFP: -9%; SV40 large T antigen: -6%; T cell modulator vesicle-bound %: 30; Myeloid diff MLP GFP+ MAC1+ %: 1.8

Results for O=C(CSc1nc(-c2ccccc2)c(-c2ccccc2)[nH]1)Nc1ccc2c(c1)OCO2 ?
RSV CPE inhibition: 2.5%; T cell modulator: inactive; b-catenin transl: -0.9; WT yeast gro inh: -3; Rac1 GTP hydrolysis: 10%; West Nile antiviral: -0.6%; Myeloid diff MLP: inactive; Salmonella PhoP GFP: 3%; SV40 large T antigen: 24%; WT yeast gro inh mutant strain: 33; b-catenin transl cell count 5 µM: 1109; T cell modulator vesicle-bound %: 51; Myeloid diff MLP GFP+ MAC1+ %: 0.0

What do the screens show for `O=C(C1=C[C@H](c2ccccc2)C[C@H](OCc2ccc(CO)cc2)O1)N1CCOCC1`?
RSV CPE inhibition: 1.4%; b-catenin transl: 0.3; WT yeast gro inh: -33; Rac1 GTP hydrolysis: 12%; West Nile antiviral: 0.7%; Myeloid diff MLP: inactive; Salmonella PhoP GFP: -13%; SV40 large T antigen: 7%; WT yeast gro inh mutant strain: -30; b-catenin transl cell count 5 µM: 1164; Myeloid diff MLP GFP+ MAC1+ %: 0.4

Quoted from the results shown (2 entries):
How did Clc1cccc(CN2CCCCCC2)c1 do in these assays?
RSV CPE inhibition: 0.6%; T cell modulator: inactive; Rac1 GTP hydrolysis: 24%; West Nile antiviral: 0.2%; Myeloid diff MLP: inactive; Salmonella PhoP GFP: 1%; SV40 large T antigen: 5%; T cell modulator vesicle-bound %: 54; Myeloid diff MLP GFP+ MAC1+ %: 0.9

Results for COc1ccc(C(=O)NCC(c2ccco2)N(C)C)cc1S(=O)(=O)NCc1ccc(Cl)cc1 (centres undefined) ?
RSV CPE inhibition: 1.1%; T cell modulator: inactive; Rac1 GTP hydrolysis: 4%; Myeloid diff MLP: inactive; T cell modulator vesicle-bound %: 21; Myeloid diff MLP GFP+ MAC1+ %: 1.1

The listing continues.
What do the screens show for `Cc1cccc(-n2ncc3c2CCCC3NC(=O)C2=CC(=O)CC(C)(C)O2)c1C` (centres undefined)?
RSV CPE inhibition: 0.9%; T cell modulator: inactive; Rac1 GTP hydrolysis: 11%; West Nile antiviral: -1.2%; Myeloid diff MLP: inactive; Salmonella PhoP GFP: -5%; SV40 large T antigen: 26%; T cell modulator vesicle-bound %: 23; Myeloid diff MLP GFP+ MAC1+ %: 0.0

Results for CCC(=O)Nc1ccc(NC(=S)NC(=O)Cc2ccccc2)cc1 ?
RSV CPE inhibition: 1.7%; T cell modulator: inactive; b-catenin transl: -4.7; WT yeast gro inh: -7; Rac1 GTP hydrolysis: -1%; West Nile antiviral: -0.8%; Myeloid diff MLP: inactive; Salmonella PhoP GFP: -9%; SV40 large T antigen: 20%; WT yeast gro inh mutant strain: 5; b-catenin transl cell count 5 µM: 584; T cell modulator vesicle-bound %: 35; Myeloid diff MLP GFP+ MAC1+ %: 1.0

How did CC(C)c1nnc(NC(=O)CCC(=O)NC2CCCCCC2)s1 do in these assays?
RSV CPE inhibition: -0.2%; T cell modulator: inactive; Rac1 GTP hydrolysis: 5%; West Nile antiviral: -0.4%; Myeloid diff MLP: inactive; Salmonella PhoP GFP: 5%; SV40 large T antigen: 19%; T cell modulator vesicle-bound %: 32; Myeloid diff MLP GFP+ MAC1+ %: 0.3

How did O=C(O)c1ccc(Cl)c(S(=O)(=O)NCc2ccco2)c1 do in these assays?
RSV CPE inhibition: 1.0%; T cell modulator: inactive; b-catenin transl: 0.7; WT yeast gro inh: 19; Rac1 GTP hydrolysis: 5%; West Nile antiviral: 0.3%; Myeloid diff MLP: inactive; Salmonella PhoP GFP: 6%; SV40 large T antigen: 13%; WT yeast gro inh mutant strain: -5; b-catenin transl cell count 5 µM: 1131; T cell modulator vesicle-bound %: 31; Myeloid diff MLP GFP+ MAC1+ %: 0.3

What do the screens show for `CCOc1ccc2oc(C(=O)NC(C)(C)CC)c(C)c2c1`?
RSV CPE inhibition: 9.4%; T cell modulator: inactive; b-catenin transl: -1.7; WT yeast gro inh: -18; Rac1 GTP hydrolysis: 3%; West Nile antiviral: -1.2%; Myeloid diff MLP: inactive; Salmonella PhoP GFP: -2%; SV40 large T antigen: 11%; WT yeast gro inh mutant strain: -16; b-catenin transl cell count 5 µM: 1136; T cell modulator vesicle-bound %: 36; Myeloid diff MLP GFP+ MAC1+ %: 0.2

Outcome played no part in choosing rows; any-hit rate near 3.6%.
